TCR activator = T cell receptor activation. 330,000 tested, under 10 active. primary human leukocytes, anti-CD3, IL-2 HTRF, 48 h. Potency, µM (highest dose often 9.22 µM), for inactives: at the top dose activation of IL-2 secretion, actives largely listed as activators; further: % of control where 0% means no effect
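Primary human leukocytes were stimulated with a-CD3 beads plus compounds for 48 hr without co-stimulation; secreted IL-2 was quantified by HTRF using a-IL-2-K (europium cryptate) and a-IL-2-d2, excited at 320nm with acceptor emission read at 665nm.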
ELG1 DNA repair = blocks ELG1-dependent DNA repair in HEK293T cells. 2.3% of 330,000 active. HEK293T ELG1-luciferase reporter, luminescence, 16 h; DNA damage induced by 5-fluorouridine. Potency, µM (doses to about 46.1 µM), for the others: top-dose activity change, negative = inhibition, usual class: inhibitors. AID 504467; further: potency means the concentration at half of the fitted maximal effect; on the % scale 0 is the no-effect control and ±100 the full control effect; nearly all actives have a fitted effect of over 55% in size
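Quantitative HTS, concentration-response format. 2,000 cells/well co-treated with 5-fluorouridine and compound, 16 hr in 5% CO2 at 37 °C; ONE-Glo luminescence read after 30 min.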
Chronic BCR inh = blocks chronic active B-cell receptor signaling. ABC-DLBCL IkBa-CBG/CBR reporter, luminescence ratio, 4 h. Potency, µM (series often up to 46.1 µM), inactives show at the highest dose ratio change, negative = lower green/red ratio, hits mostly inhibitors. 0.05% of 340,000 active. AID 493014; active means well fitted inhibition curve with a large enough effect in the signal ratio, with a control signal flat, not every such curve was filed as active; inconclusive means small, poorly fitted or top-dose-only effect, or effect the other way, or a change in a side signal; the % refers to the signal ratio;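 further: potency means the concentration at half of the fitted maximal effect; plate controls were basal doxycycline-induced cells for no effect and cells given 10 µM MG132 for full effect; MG132 reads +100%, hits lower the ratio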
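Compounds up to 46 uM were incubated four hours with TMD8 cells whose green CBG68 luciferase is fused to IkappaBalpha; red CBR luminescence normalised the signal, and concentration-effect curves were fitted to fusion, red and ratio data.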
PTAP TSG101 blk = blocks PTAP/TSG101 interaction to inhibit HIV-1 budding; Q99816; Fluorescence polarization, FITC-PTAP peptide / Tsg101 binding; Potency, µM (titrated, usually from 115 µM), without a hit: at the highest dose activity change, negative = inhibition, hits mostly inhibitors; 340,000 tested, under 10 active; active means well fitted inhibition curve with a large enough effect in the main read-out, with a control signal flat, not every such curve was filed as active; inconclusive means small, poorly fitted or top-dose-only effect, or effect the other way, or a change in a side signal; inactive means no such curve, though single readings can be large or run the other way; further: potency means the concentration at half of the fitted maximal effect; % of control where 0% means no effect
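Compounds were pin-transferred onto Tsg101 binding domain (10 uM final) in HEPES pH 7.5 buffer, then FITC-PTAP peptide was added at 50 nM final. After 20 min at RT, polarization reported peptide displacement across a qHTS concentration series.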
USP2a block = blocks human ubiquitin-specific protease USP2a; O75604; USP2 core, Ub-CHOP2 coupled fluorogenic reporter, 485/531; Potency, µM (titrated, usually from 38.3 µM), inactives show at the top dose activity change, negative = inhibition, usual class: inhibitors; 0.01% of 330,000 active;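 further: potency means the concentration at half of the fitted maximal effect; plate controls were DMSO wells for no effect and full inhibition by NEM control for full effect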
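Deubiquitinase activity read as fluorescence (485/531 nm) after Ub-CHOP2 cleavage activates the enterokinase reporter on its substrate; USP2 core 10nM, Ub-CHOP2 and substrate 25nM each, 30min compound preincubation then 60min RT; data normalized to NEM, curves fitted.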
Tb PFK block = blocks T. brucei phosphofructokinase | O15648 | T. brucei PFK, ADP-Glo luminescence | Potency, µM (doses to about 57.5 µM), for inactives: at the highest dose activity, negative = inhibition, usual class: inhibitors | 0.17% of 330,000 active | AID 485367;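 further: potency means the concentration at half of the fitted maximal effect; 0% = uninhibited 1x PFK enzyme wells and -100% = no-enzyme wells; nearly all actives have a fitted effect of over 60% in size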
Target sequence (O15648 whole entry, looked up): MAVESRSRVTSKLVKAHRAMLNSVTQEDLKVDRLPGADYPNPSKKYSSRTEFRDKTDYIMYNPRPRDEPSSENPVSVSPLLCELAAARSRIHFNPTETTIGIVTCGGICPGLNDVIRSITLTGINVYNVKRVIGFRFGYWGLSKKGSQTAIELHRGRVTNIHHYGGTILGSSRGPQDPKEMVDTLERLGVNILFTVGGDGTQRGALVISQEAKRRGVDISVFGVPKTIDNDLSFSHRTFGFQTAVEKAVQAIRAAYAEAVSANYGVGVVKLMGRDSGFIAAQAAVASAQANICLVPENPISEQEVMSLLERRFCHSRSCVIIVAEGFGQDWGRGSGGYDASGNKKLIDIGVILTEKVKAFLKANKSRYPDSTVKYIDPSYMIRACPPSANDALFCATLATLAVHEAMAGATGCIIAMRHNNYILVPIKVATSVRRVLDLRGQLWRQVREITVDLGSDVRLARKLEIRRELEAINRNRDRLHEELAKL
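Compounds were pin-transferred as a titration series up to 57 uM into substrate buffer (0.5 mM F6P, 0.1 mM ATP, pH 8.0), then 1.25 nM PFK was added and reactions ran 45 min before ADP-Glo detection.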
Eya2 inh = inhibitors of human Eya2 phosphatase activity | O00167 | recombinant Eya2, OMFP fluorescence dephosphorylation (OMFP is methylfluorescein phosphate) | Potency, µM (series often up to 76.9 µM), inactives show at the top dose activity, negative = inhibition, most hits filed as inhibitors | 0.006% of 330,000 active | AID 488837; further: potency means the concentration at half of the fitted maximal effect; on the % scale 0 is the no-effect control and ±100 the full control effect
Target sequence (O00167 whole entry, looked up): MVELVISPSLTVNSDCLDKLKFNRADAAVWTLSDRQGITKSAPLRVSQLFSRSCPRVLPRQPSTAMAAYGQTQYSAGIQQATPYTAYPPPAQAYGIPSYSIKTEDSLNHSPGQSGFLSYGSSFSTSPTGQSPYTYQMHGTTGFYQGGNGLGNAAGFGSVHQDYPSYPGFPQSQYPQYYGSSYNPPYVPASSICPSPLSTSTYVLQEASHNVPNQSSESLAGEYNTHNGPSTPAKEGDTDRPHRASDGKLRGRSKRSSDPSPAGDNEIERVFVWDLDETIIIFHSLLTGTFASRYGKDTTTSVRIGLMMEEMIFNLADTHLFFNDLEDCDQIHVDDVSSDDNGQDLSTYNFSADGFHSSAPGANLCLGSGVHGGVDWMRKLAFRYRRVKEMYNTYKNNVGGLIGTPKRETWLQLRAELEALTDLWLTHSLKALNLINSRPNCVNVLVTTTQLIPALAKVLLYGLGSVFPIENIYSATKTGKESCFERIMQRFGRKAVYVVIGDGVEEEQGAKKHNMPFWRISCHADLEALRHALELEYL
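Eya2 (0.2 uM) preincubated 10 min at ambient with compound, then OMFP substrate added at 50 uM; 10 min reaction in 50 mM HEPES pH 7.5, 50 mM NaCl, 5 uM MgCl2, 0.05% BSA, 1 mM DTT. Fluorescence read at Ex 485/Em 525 nm.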
TSHR antag = human thyrotropin receptor antagonism; P16473; TSHR-expressing cells, TSH-stimulated cAMP HTRF, 2 h; stronger effect = lower value; activity change, negative = inhibition, % at 11.5 µM; 0.2% of 330,000 active; AID 504810;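 active means activity change below a set negative limit, meaning inhibition stronger than a set level, cut at about -70% in these data; inconclusive means activity change between two set negative limits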; further: on the % scale 0 is the no-effect control and ±100 the full control effect
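TSHR-expressing cells were treated with compounds, then stimulated with TSH at EC80 (4nM final) for 2 hours at 37 deg C. Cellular cAMP was measured by HTRF competition between lysate cAMP and cAMP-d2 for a cryptate-labelled anti-cAMP antibody.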
Mito fusion act = inhibitors of mitochondrial division or activators of mitochondrial fusion; S. cerevisiae fusion-defective mutant growth rescue, CellTiterGlo 48 h; Potency, µM (top dose mostly 46.1 µM), inactives show at the highest dose growth rescue (activation), hits mostly activators; 0.23% of 320,000 active; AID 485298;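 further: potency means the concentration at half of the fitted maximal effect; % of control where 0% means no effect; nearly all actives have a fitted effect of over 45% in size; temperature-sensitive fusion mutants such as fzo1-1 at 37 °C on non-fermentable ethanol glycerol medium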
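Yeast fusion mutant, YPEG (non-fermentable carbon), compound, 48 h at 37C non-permissive; CellTiterGlo added, 10 min RT, luminescence read. Rescued growth = division inhibition.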
uPA surface inh = inhibitors of cell surface uPA generation. 0.31% of 330,000 active. cell surface uPA generation assay, qHTS. Potency, µM (highest dose often 38.3 µM), for inactives: at the highest dose activity change, negative = inhibition, actives largely listed as inhibitors. AID 540303; active means well fitted inhibition curve with a large enough effect; inconclusive means small, poorly fitted or top-dose-only effect; inactive means no such curve, though single readings can be large or run the other way; tested in mouse RAW 264.7 cells; further: potency means the concentration at half of the fitted maximal effect; on the % scale 0 is the no-effect control and ±100 the full control effect; nearly all actives have a fitted effect of over 55% in size
B2AR arrestin = beta2AR (human) beta-arrestin recruitment activity | P07550 | beta-arrestin recruitment to beta2AR, cell-based reporter | Potency, µM (highest dose often 46.1 µM), for the others: at the top dose activation, usual class: activators | 0.02% of 330,000 active;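 further: potency means the concentration at half of the fitted maximal effect; 0% = DMSO controls and full agonism = EC100 isoproterenol or metaproterenol; nearly all actives have a fitted effect of over 65% in size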
* hit, by the source's call; ? = inconclusive; . = not tested or not shown; & = joins results of further samples; [ ] = dose if it differs, or a comment. Unless noted, the call rests on the fitted dose curve; in most records, active means well fitted curve in the direction sought with a large enough effect; inconclusive means small, poorly fitted or top-dose-only effect, or another doubt; inactive means no such curve, though single readings can be large; an effect the other way counts as inactive or inconclusive. A portion of the library; rates above refer to the full screens.

SMILES | TCR activator | ELG1 DNA repair | Chronic BCR inh | PTAP TSG101 blk | USP2a block | Tb PFK block | Eya2 inh | TSHR antag | Mito fusion act | uPA surface inh | B2AR arrestin
O=P1(N(CCCl)CCCl)NCCCO1 (stereo unspecified) | -10% | -7% | ? | -2% | 1% | -2% | 0%&-8% | -4&-7 | 0%&-1% | -21% | 0.3%
Clc1cc(Cl)c(-c2cc(Cl)c(Cl)cc2Cl)cc1Cl | 0% | 13% | -4% | -1% | 3% | 6% | -2% | 15 | 4% | 17% | -0.9%
Cn1c(O)c(C=Nc2ccc3c(c2)CCC3)c(=O)n(C)c1=O | 6% | ? | 3% | -1% | -1% | 2% | 5% | -5 | 6% | 5% | 0.3%
O=C(CCc1nnc(CCCCc2ccccc2)o1)N1CCCC(O)C1 (stereo unspecified) | 6% | ? | 1% | -1% | 6% | 0% | -13% | 1 | 2% | 7% | -0.7%
O=C(N/N=C\C1C(=O)NC(=S)N(c2ccccc2)C1=O)c1ccc(O)cc1 (stereo unspecified) | . | -7% | ? | -1% | 4% | -1% | -2% | 1 | 8% | -1% | 0.1%
CCCCSP1(=S)NCCCO1 (stereo unspecified) | 1% | -5% | -4% | -5% | 1% | 3% | -6% | -4 | -5% | -3% | -0.5%
O=C(NCc1ccccc1)C(=O)NCC1OCCN1S(=O)(=O)c1ccc([N+](=O)[O-])cc1 (stereo unspecified) | 0% | ? | -12% | 0% | 0% | -6% | -4% | 0 | 0% | 9% | 0.1%
NS(=O)(=O)c1cc(C(=O)OCC(=O)Nc2ccc3[nH]c(=O)[nH]c3c2)ccc1Cl | -2% | ? | -3% | 0% | 0% | ? | 2% | -7 | -3% | -4% | -0.1%
CCNC(=O)NC(=O)C(C)OC(=O)c1c(C)nn(Cc2ccccc2)c1Cl (stereo unspecified) | -3%[46.1 µM] | -20% | 3% | 0% | 1% | 1% | -7% | 8 | 4% | 2% | -0.3%
C=CCN1C(=O)/C(=C/c2cc(C)n(-c3cccnc3)c2C)C(=O)NC1=S | 1%[46.1 µM] | 7% | ? | -13% | 1% | 13% | 8% | 24 | -1% | 4% | -0.9%
C[C@]12CC[C@@H](O)CC1=CCC1C2CC[C@@]2(C)C1CC[C@@H]2N (stereo partly specified) | 1% | 9% | -3% | -6% | -1% | 0% | 2% | -8 | . | -2% | -0.1%
COc1cccc(C2CC3C(=O)C=CC2N3Cc2ccccc2)c1 (stereo unspecified) | 0%[46.1 µM] | 3% | 0% | -3% | -2% | -3% | 3% | 3 | -2% | -6% | -0.8%
COCCNC(=O)Cn1cc(C=C2C(=O)NC(=O)NC2=O)c2ccccc21 | -22% | ? | -1% | ? | 0% | 1% | -7% | 10 | -3% | -5% | 0.3%
COC(=O)C1=C(c2ccc(C(C)=O)cc2)C[C@@H]2CC[C@H]1N2C(=O)NC1Cc2ccccc2C1 | -14% | 18% | 12% | -3% | 0% | 3% | 3% | -11 | 2% | -1% | 0.0%
CCOc1ccccc1Oc1coc2cc(OC(=O)c3ccco3)ccc2c1=O | . | ? | -15% | -12% | 0% | -5% | 4% | 9 | 8% | -7% | -0.4%
CC1=C(C(=O)O)N2C(=O)C(NC(=O)CCCC(=O)O)C2SC1 (stereo unspecified) | 3% | 6% | ? | -2% | 1% | -1% | 2% | -1 | 3% | 2% | -0.2%
CCCC1(CCC)C(=O)NC(=Nc2ccc(C)cc2)NC1=O | . | -1% | -1% | . | 0% | 6% | -1% | 3 | 9% | . | 0.1%
CN(C)C1(c2nnnn2CCOC(=O)Nc2ccc(Cl)cc2)CCCCC1 | -4% | ? | 10% | -4% | 2% | 17% | -3% | -16 | 17% | 3% | 0.0%
Cc1cc2cc(CN(Cc3ccc4c(c3)OCO4)C(=O)c3ccco3)c(=O)[nH]c2cc1C | 1% | ? | ? | -2% | -13% | -2% | 0% | 9 | 6% | -5% | 4.7%
Cc1nc2ccc(Cl)cc2c(=O)n1-c1ccc([N+](=O)[O-])cc1 | -1% | -4% | 7% | 1% | -1% | -4% | 2% | 8 | 2% | 0% | -0.4%
O=C(O)Cn1cc(C(=O)c2ccccc2F)c2ccccc21 | . | -4% | 6% | 0% | 1% | 1% | -4% | 4 | 3% | -3% | 0.0%
Cc1cc(OCC(=O)N2CCC(C(=O)O)CC2)c2c3c(c(=O)oc2c1)CCC3 | 0% | 21% | -28% | -1% | 3% | -1% | -13% | -1 | -4% | 1% | -0.3%
CC(C)n1cc(C(=O)N(CC(=O)NC2CCCC2)Cc2ccccc2)cn1 | 2% | -4% | 1% | -3% | 1% | 4% | -5% | -6 | 2% | . | -0.2%
CCCCN1C(=O)C(=O)NC[C@@H]1C(C)CC (stereo partly specified) | 3% | 14% | ? | -1% | 5% | 1% | -2% | 10 | -4% | -1% | -0.7%
CCCCOP(=O)(CN1CCOCC1)OCCCC | -6% | -10% | 7% | -2% | 5% | -2% | 8% | 15 | 1% | 0% | -0.3%
CC(C)CN(CC(C)C)c1ccc(C=C2C(=O)NC(=S)NC2=O)cc1[N+](=O)[O-] | 6% | 7% | 19% | -1% | -9% | -13% | 3% | 13 | -1% | -5% | -0.9%
O=C(COc1ccccc1)N1CCN(CCN2C(=O)c3cccc4cccc(c34)C2=O)CC1 | -5% | 1% | 0% | 2% | 0% | -2% | 1% | -6 | -6% | -3% | 0.0%
Cc1cc(/C=C2/C(=O)NC(=O)N(Cc3ccco3)C2=O)c(C)n1-c1ccccc1O | 4% | -8% | ? | -2% | -1% | -11% | 0% | 3 | -1% | 3% | -0.2%
COC(=O)CSC1=NN1c1cc(C)nc(N)n1 | -15% | 6% | 8% | -4% | -5% | -2% | -12% | -11 | 3% | -4% | -0.7%
CC1=Nc2ccccc2/C1=C/c1c(O)n(C)c(=O)[nH]c1=O | -7% | -20% | -2% | 2% | 1% | -9% | -29% | 10 | 0% | -3% | 0.4%
N#Cc1cc2c(nc1SCC(=O)Nc1ccc(Cl)cc1)C1CCN2CC1 | -5% | -12% | 10% | -4% | -1% | 0% | 4% | -14 | 3% | . | -0.1%
O=C1C(=O)c2cccc3cccc1c23 | -3%[46.1 µM] | -6% | ? | 0% | 2% | -4% | 8% | 13 | . | 8% | -0.9%
CC(=O)c1c(C)[nH]c(C(=O)OCc2cccc(Cl)c2)c1C | -2% | -16% | ? | -6% | 0% | -17% | -4% | -8 | ? | 0% | -1.1%
CC(=O)Nc1ccccc1OC(=O)N(C)C | -25% | 4% | 5% | -2% | -1% | -5% | 5% | 2 | -2% | 4% | -0.1%
O=C(Cn1ncc(Cl)c(Cl)c1=O)NCC1CCCCC1 | ? | 18µM* | ? | -2% | -1% | 2% | -2% | 26 | -8% | ? | -1.5%
COc1cc(C(O)P(=O)(OC2CCCCC2)c2ccc(N(C)C)cc2)cc(OC)c1OC (stereo unspecified) | 3% | ? | 5% | -1% | 2% | 0% | -7% | 1 | -4% | 5% | -0.1%
COc1ccc(CNCC(=O)N2CCC3(CC2)OCCO3)cc1 | . | 10% | 0% | -3% | -2% | 0% | 3% | 4 | -9% | -4% | -0.4%
CCOC(=O)C(O)(c1ccc(NC(=O)c2ccco2)c(OC)c1)C(F)(F)F (stereo unspecified) | 3% | 11% | ? | -2% | 1% | 0% | -12% | -13 | 4% | -2% | -0.2%
COc1ccc(-n2c(O)c(/C=C/C=Nc3ccccc3)c(=O)[nH]c2=O)cc1 | -3%[46.1 µM] | 1% | -5% | ? | ? | -2% | ? | 5 | -3% | 5% | 2.5%
COc1ccc(C(=O)C2CN(C)CC2c2ccc(Cl)cc2)cc1 (stereo unspecified) | -1% | 15% | -1% | 0% | -1% | 0% | -4% | 5 | 1% | -23% | 0.0%
CCN1CCN(c2cc(=O)n3ccccc3n2)CC1 | -8% | 15% | ? | -6% | 1% | -5% | 2% | -9 | 6% | 6% | -0.1%
C=CC[N+]1(C)CC[C@]23c4c5ccc(O)c4O[C@H]2C(=O)CC[C@@]3(O)[C@H]1C5 (stereo partly specified) | 3% | -6% | -1% | -8% | 2% | -11% | 5% | -1 | -4% | -12% | -0.1%

Screening data: PubChem BioAssay, National Center for Advancing Translational Sciences (NCATS)
